NALP3 yeast inh = NALP3 inflammasome inhibitors in reconstituted yeast, primary screen, luminescence, uHTS. inhibition, % at 10 µM. AID 2825, 2010. 330,000 tested, 0.39% active. Yeast reconstituted NLRP3/ASC/caspase-1, beta-gal luminescence, 24 h;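 active means inhibition of 50% or more; inactive means inhibition below 50%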;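 further: plate controls were induced DMSO wells for no effect and uninduced yeast grown without galactose for full effect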
tim23-1 inh = growth inhibitors of tim23-1 mutant yeast, primary screen, luminescence, uHTS; S. cerevisiae tim23-1 growth, BacTiter-Glo luminescence, 24 h; inhibition, % at 20 µM; 330,000 tested, 1.3% active; AID 463212, 2010;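 active means growth inhibition of the mutant yeast at or above 50%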;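 further: temperature-sensitive mutant grown at 25 °C; plate controls were DMSO-treated mutant yeast for no effect and medium wells lacking yeast for full effect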
tim10-1 inh = growth inhibitors of tim10-1 mutant yeast, primary screen, luminescence, uHTS; S. cerevisiae tim10-1 ts strain growth, BacTiter-Glo, 24 h; inhibition, % at 20 µM; 330,000 tested, 2.2% active;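 active means inhibition of at least 40%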;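 further: mutant grown at 25 °C; 0% = DMSO wells with yeast and 100% = wells holding no yeast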
APJ ag = agonists of human apelin receptor APJ, primary screen, CHO-K1 cells, PathHunter beta-arrestin, luminescence | P35414 | 0% DMSO wells, 100% apelin | activation, % at 20 µM | 330,000 tested, 0.11% active | AID 2520, 2010;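 active means activation more than six SD over the plate average, tested at 20 µM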;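 further: 0% = DMSO alone and 100% = apelin-13 at 10 nM; some results filed as inactive read as strong as hits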
Target sequence (P35414 whole entry, looked up): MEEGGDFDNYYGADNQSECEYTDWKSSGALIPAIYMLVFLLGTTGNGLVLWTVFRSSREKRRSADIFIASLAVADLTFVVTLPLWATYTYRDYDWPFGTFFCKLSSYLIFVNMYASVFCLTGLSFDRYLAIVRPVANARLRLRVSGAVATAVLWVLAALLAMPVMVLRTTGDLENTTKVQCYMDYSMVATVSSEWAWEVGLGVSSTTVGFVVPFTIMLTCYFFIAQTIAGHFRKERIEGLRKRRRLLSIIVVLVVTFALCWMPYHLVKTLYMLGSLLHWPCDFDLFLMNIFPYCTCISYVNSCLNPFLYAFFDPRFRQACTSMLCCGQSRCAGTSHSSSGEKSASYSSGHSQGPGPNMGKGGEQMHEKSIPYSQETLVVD
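Material: CHO-K1 APJ beta-arrestin complementation cell line; Input: cell density 1000 per well; Incubation: compound stimulation 90 min at 25 °C, detection 60 min; Signal: luminescence from split beta-galactosidase complementation, Galacton Star/Emerald II substrate; Controls: DMSO-only wells as negative, 10 nM Apelin-13 as positive control.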
TIM10 inh = growth inhibitors of isogenic TIM10 control yeast, primary screen, counter-screen for tim10-1 yeast inhibitor project, luminescence, uHTS. inhibition, % at 10 µM. AID 463195, 2010. 330,000 tested, 1.4% active. S. cerevisiae TIM10 strain growth, BacTiter-Glo luminescence, 24 h;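 active means inhibition of 40% or more at the single tested concentration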;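 further: wild-type TIM10 isogenic control strain grown at permissive 25 °C; 0% = DMSO yeast wells and 100% = minimal medium wells without yeast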
NR3A LBD binder = binders of NR3A ligand-binding domain, primary screen, biophysical, differential scanning fluorimetry, uHTS; Tm shift relative to glycine control, % at 25 µM; 340,000 tested, 2.5% active; NR3A LBD differential scanning fluorimetry, Tm shift; 0% = protein alone, 100% = glycine-bound protein;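 active means melting temperature shift of at least 10% of the positive control shift, at one fixed dose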
MPTP block = mitochondrial permeability transition pore inhibitors, primary screen, biochemical, isolated mouse mitochondria, absorbance. inhibition, % at 10 µM. Ca2+ swelling absorbance, 30 min. 360,000 tested, 1.4% active;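 active means inhibition of 50% or more, scaled per plate between neutral and stimulator controls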;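 further: 0% = DMSO wells given calcium and 100% = 1 mM EGTA wells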
beta cell repl = inducers of MIN6 beta-cell proliferation, primary screen, ATP luminescence, uHTS. 330,000 tested, 0.29% active. proliferation, % at 10 µM. MIN6 cells proliferation, ATPlite luminescence, 48 h; cells starved in 0.2% serum; 100% = growth in 10% serum;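 active means compounds whose signal lies at least 3.5 SD above the mean of all wells on their plate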;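 further: 0% = DMSO-treated cells in low-serum medium and 100% = 10% serum control; some compounds called inactive have numbers as strong as hits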
APJ antagonist = antagonists of human apelin receptor APJ, primary screen, CHO-K1 cells, beta-arrestin complementation, luminescence; P35414; inhibition, % at 20 µM; 330,000 tested, 0.32% active; AID 2521, 2010;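 active means inhibition above about 40% at 20 µM, limit read from the data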;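 further: cells challenged with 10 nM apelin-13 agonist together with compound; plate controls were apelin-13 plus DMSO wells for no effect and DMSO wells lacking apelin-13 for full effect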
* marks the source's active call; other numbers are inactive results; nt = not tested or not shown. Compounds were not picked by outcome (roughly 7.2% active in at least one column).

SMILES	NALP3 yeast inh	tim23-1 inh	tim10-1 inh	APJ ag	TIM10 inh	NR3A LBD binder	MPTP block	beta cell repl	APJ antagonist
O=c1oc(-c2ccco2)nc2sc3c(c12)CCCC3	29	54*	46*	-4	47*	-1	1.6	-1	17
CC(C)c1cc(C(=O)O)on1	9	3	3	-5	-1	2	0.0	3	4
O=C(CCSc1nc(-c2ccco2)cc(C(F)(F)F)n1)NCc1cccs1	18	28	22	-2	10	-1	-17	-4	-20
O=C(CSc1ccc([N+](=O)[O-])cn1)Nc1ccc2[nH]c(=O)[nH]c2c1	3	-2	-14	4	1	-1	0.0	0	0
C#CCOCCOCCOCCNc1nc(N2CCN(C(=O)CCCCCCCCCCNC(=O)[C@H]([C@@H](C)CC)n3cc(CCCCCN)nn3)CC2)nc(N2CCN(C(=O)CCCCCCCCCCNC(=O)[C@@H]([C@H](C)CC)n3cc(CCCCCN)nn3)CC2)n1	12	34	12	55*	7	nt	nt	-8	22
CCN(CC)c1cc(CS(=O)c2ccccc2)nc(-c2ccccc2)n1 (stereo unspecified)	8	43	23	-2	17	0	-0.9	0	25
Nc1ccc(C(=O)N/N=C/c2cn(Cc3ccccc3F)c3ccccc23)cc1	21	14	13	2	-11	5	0.4	-5	-14
O=C(Cn1ccc2ccccc21)Nc1ccc2c(c1)OCO2	23	6	-13	-2	-6	-1	-1.2	-1	4
O=C(Nc1cccnc1)c1cccc(S(=O)(=O)N2CCCCC2)c1	6	11	-10	-2	-16	3	-0.7	3	-2
CC1=C(C#N)CCC(=O)N1Cc1ccc(C)cc1	17	11	2	0	0	1	0.2	-2	8
CCOc1ccc(NS(=O)(=O)c2ccc3c(c2)oc(=O)n3C)cc1	11	6	11	1	-10	2	7.2	-5	1
O=C(Cc1ccc(F)cc1)NCCc1ccc(F)cc1	22	-2	-12	-5	1	-1	-0.2	-3	12
CCc1nnc(SCC(=O)Nc2ccc3ccccc3c2)n1N	-5	-15	-11	-2	-2	-1	0.6	-2	-13
C[C@@H]1[C@H]2[C@@H]3CC[C@@H](C3)[C@H]2CN[C@H]1c1cn(Cc2ccccc2)c2ccccc12	nt	38	17	nt	18	0	1.1	nt	nt
Cc1ccc(S(=O)(=O)NNC(=O)c2cnn(-c3ccc(Cl)cc3)c2C(F)(F)F)cc1	4	14	2	-1	4	0	23	-3	11
O=C(O)c1ccccc1C(=O)NCC(O)COCC1CC=CCC1 (stereo unspecified)	21	3	-8	1	2	-1	-1.2	-3	-5
Cc1nc2ccc(NS(=O)(=O)c3ccc(C)c(C)c3)cc2s1	30	33	42*	1	28	-5	96*	-3	2
O=C(NC(c1ccccc1)c1ccccc1)c1ccc(CO)cc1	15	4	3	-1	0	1	0.0	1	11
O=C(/C=C/c1ccccc1)Nc1cccnc1	15	-1	-25	-1	-4	30*	-1.2	-3	11
COc1ccc(-c2csc(NC(=O)/C(N=Nc3ccccc3)=C(\C)O)n2)cc1	3	10	-22	-2	5	nt	nt	0	-12
CC(C)CCOC(=O)C1[C@H]2C(=O)N(Cc3cccs3)C[C@]23C=C[C@H]1O3 (stereo partly specified)	-1	8	19	-5	-20	-1	13	3	-20
COc1cc(C(=O)Nc2cccc(S(=O)(=O)N3CCCC3)c2)c([N+](=O)[O-])cc1OC	22	22	21	0	10	5	-0.1	1	-1
COc1ccc(NC(=O)N2CCC(C(=O)c3ccc4c(c3)OCCO4)CC2)cc1	-6	15	2	-1	-14	0	-0.5	-1	-14
CC(=O)NC1CC2CCCC(C1)N2S(=O)(=O)c1ccccc1 (stereo unspecified)	6	2	7	3	-5	-2	0.9	-3	1
COc1ccc(/C=N/Nc2ccc(C(=O)O)cc2)cc1OC	-9	13	-2	1	1	-2	-0.8	-2	-18
The list goes on:
SMILES	NALP3 yeast inh	tim23-1 inh	tim10-1 inh	APJ ag	TIM10 inh	NR3A LBD binder	MPTP block	beta cell repl	APJ antagonist
O=C(CCCOc1ccccc1)Nc1cccc(S(=O)(=O)N2CCCCC2)c1	10	25	19	-4	9	0	-1.6	-7	-34
Cc1nn(-c2ccccc2)c(C)c1NC(=O)COC(=O)Cc1cccc(C(F)(F)F)c1	4	20	17	-5	11	3	-0.4	-2	-29
O=C(CS(=O)c1ccc(F)cc1)N1CCOCC1 (stereo unspecified)	20	12	25	1	-16	-1	0.4	3	-7
CCN1CCN(CCCN(Cc2ccco2)C(=S)Nc2ccccc2Cl)CC1	-5	4	14	-1	11	0	-1.1	-4	0
CC1CC2(C)Oc3ccccc3CC2C(C)C1CNCCCN(C)C (stereo unspecified)	23	-10	9	-3	32	-13	-11	-6	3
CC(C)N1CCC(N2CCN(Cc3cccnc3)CC2CCO)CC1 (stereo unspecified)	-1	7	-10	-2	-4	-1	3.0	0	0
O=C(CSc1nc(-c2ccccc2)c(-c2ccccc2)[nH]1)NCC1CCCO1 (stereo unspecified)	9	16	8	-2	6	1	-1.4	1	8
CCn1c(SCC(=O)NCC2CCCO2)nnc1-c1c[nH]c2ccccc12 (stereo unspecified)	-11	11	9	-1	-4	-1	-2.4	-1	9
COc1ccc2[nH]cc(C(=O)CCl)c2c1	13	45	22	-1	39	-1	1.1	-6	12
NC(=O)C(=O)NN=C1CCC(c2ccccc2)CC1 (stereo unspecified)	-12	-15	-5	0	2	-5	-0.3	-2	7
CC(=O)NC(=S)Nc1ccc(NC(=S)NC(=O)/C=C/c2ccco2)cc1	10	9	5	-6	6	4	3.7	-2	9
CN(C)/C=N/c1cc(=O)[nH]c(=O)n1Cc1ccccc1	4	-15	-15	6	-1	1	-1.3	0	21
S=C(NCCCN1CCOCC1)Nc1cccc(-c2nnc3n2CCCCC3)c1	5	8	-7	-1	-2	-2	-2.8	0	3
COc1ccccc1NC(=O)c1cnc2n(c1=O)CCS2	18	4	21	0	16	1	-0.6	-4	18
O=C(CSc1n[nH]c(-c2ccc(Br)cc2)n1)N1CCOCC1	-5	-2	-29	-3	-2	1	0.6	-2	6
CCOC(=O)N1CCN(C2CCCN(C(=O)c3ccccc3SC)C2)CC1 (stereo unspecified)	9	7	-12	-4	4	-1	4.1	2	8
Cc1csc(SCC(=O)NC2CCCC2)n1	1	-4	-1	-3	-8	2	-1.4	-4	11
COc1ccc(-c2sc3cc4c(cc3c2-c2ccc(OCCN3CCOCC3)cc2)OCO4)cc1	-9	11	15	-4	10	-2	1.2	-3	-8
COc1ccc(S(=O)(=O)N2CCCC2)c(Cl)c1Cl	36	25	21	-3	12	-3	-2.7	-2	15
COC(=O)c1ccc(CNC(=O)Cn2cnc3c(NCc4ccccc4)ncnc32)cc1	nt	28	8	nt	-6	4	-0.4	nt	nt
N#Cc1ccc(CSc2nnc(-c3cccs3)n2-c2ccccc2)cc1	-6	34	39	-7	36	-2	1.7	-2	17
CC(=O)Nc1nc(C)c(Oc2ccc(Cl)cc2)c(=O)[nH]1	-2	1	7	3	1	1	2.7	2	3
COc1ccc(C)cc1S(=O)(=O)NC1CCCCC1	0	21	23	-2	6	0	0.5	0	-12
COCCNC(=O)c1cc2nc(-c3ccc(F)cc3)cc(C(F)(F)F)n2n1	13	5	9	-1	-6	-2	-2.9	-3	-1
Cc1cc(C)c(NC(=O)C2CCN(c3cnccn3)CC2)c(C)c1	4	18	18	2	-26	3	-0.8	-2	0
Continuation:
SMILES	NALP3 yeast inh	tim23-1 inh	tim10-1 inh	APJ ag	TIM10 inh	NR3A LBD binder	MPTP block	beta cell repl	APJ antagonist
CCOC(=O)CSc1nc2ccccc2c(=O)n1CC1CCC(C(=O)NCc2ccco2)CC1 (stereo unspecified)	7	11	34	0	10	-2	2.6	-4	17
Cc1cccc(N2CC(C)Cn3c2nc2c3c(=O)[nH]c(=O)n2C)c1 (stereo unspecified)	10	18	-12	-6	6	-1	-0.1	-3	25
CCOC(=O)c1sc(-c2ccc(Cl)cc2)nc1O	-35	48	-29	-2	11	1	-0.5	-2	-11
CC(C)NC(=O)CN1C(=O)C(C)(C)Oc2ccc(C(=O)NC3CCCCC3)cc21	4	2	-6	-1	-29	0	-0.3	-1	-16
CCN(c1cccc(C)c1)S(=O)(=O)c1cn(CC(=O)OC)c2ccc([N+](=O)[O-])cc12	22	5	6	-8	-7	-4	-1.2	-4	1
COc1cc(/C=C/C(=O)Nc2nnc(CC(C)C)s2)cc(OC)c1OC	7	14	11	0	3	0	4.2	-2	-10
Cc1cc2oc(C(=O)NCCc3ccc(S(N)(=O)=O)cc3)c(C)c2cc1C	18	16	-8	-2	-3	0	0.9	-3	0
CCOC(=O)c1cc[n+](CC(=O)c2ccc(F)cc2)cc1	4	16	8	2	10	-3	-0.9	0	16
CC(C)(C)c1cc(NC(=O)c2c(F)cccc2Cl)n(-c2ccccc2)n1	3	45	36	3	30	0	-0.1	0	8
Cc1cc(OCc2ccc(C(=O)NN=C3CCCC3)cc2)ccc1Cl	38	43	39	0	38	0	24	1	0
Cc1ccc(Cl)cc1NC(=O)C1CCN(S(C)(=O)=O)CC1	9	15	3	-4	6	-1	-2.1	0	-12
COc1ccc(N/C(=N\c2nc(C)cc(C)n2)NC(C)=O)cc1OC	8	-4	19	-5	16	0	1.3	-1	14
COc1cccc2[nH]c(C(=O)NCC3CCCO3)cc12 (stereo unspecified)	3	-4	8	-5	-4	-1	-0.7	-1	12
COC(=O)c1ccc(SCC(=O)N2CCC(C)CC2)c([N+](=O)[O-])c1	18	14	21	0	13	-2	0.2	0	30
CC(C)C(NC(=O)c1ccccc1)C(=O)N/N=C\c1ccco1 (stereo unspecified)	6	-8	-14	-1	-17	-2	2.0	-5	-16
Cc1ccc(-n2c(N)c(C(=O)N3CCOCC3)sc2=S)cc1	5	-10	0	-5	-26	2	-2.0	-1	29
O=C(/C=C/c1ccccc1)OCCCCN=C1NS(=O)(=O)c2ccccc21	15	11	-19	3	-4	-2	-0.5	-1	-6
CNS(=O)(=O)c1cccc(C(=O)OCC(=O)C23CC4CC(CC(C4)C2)C3)c1	2	10	33	-1	-12	-19	-0.1	1	-8
Cc1cc(Br)c(NC(=O)COC(=O)C2CCCCC2)c(Br)c1	5	3	0	-4	-2	0	0.2	11*	5
CCOc1cc(C2C(C(=O)c3ccccc3)=C(C(=O)OC)Nc3nnnn32)ccc1O (stereo unspecified)	-6	8	20	-5	9	5	1.4	-3	9
COc1ccc(CCNC(=O)COC(=O)C2CC2)cc1OC	5	-20	-10	-2	-15	-2	-1.1	1	1
CC1=C(C(=O)OCCBr)C(c2cccc3ccccc23)NC(=O)N1 (stereo unspecified)	12	4	-5	-4	11	10	-0.3	-2	14

In a second layout: entries from further up
Structure,NALP3 yeast inh,tim23-1 inh,tim10-1 inh,APJ ag,TIM10 inh,NR3A LBD binder,MPTP block,beta cell repl,APJ antagonist
CNS(=O)(=O)c1cccc(C(=O)OCC(=O)C23CC4CC(CC(C4)C2)C3)c1,2,10,33,-1,-12,-19,-0.1,1,-8
Cc1cc(Br)c(NC(=O)COC(=O)C2CCCCC2)c(Br)c1,5,3,0,-4,-2,0,0.2,11*,5
CCOc1cc(C2C(C(=O)c3ccccc3)=C(C(=O)OC)Nc3nnnn32)ccc1O (stereo unspecified),-6,8,20,-5,9,5,1.4,-3,9
COc1ccc(CCNC(=O)COC(=O)C2CC2)cc1OC,5,-20,-10,-2,-15,-2,-1.1,1,1
